Growth percent in the NCI-60 one-dose screen (48 h, 10 µM unless noted): 100 = growth as untreated, 0 = no growth, -100 = all killed.
OVCAR-3: OVCAR-3 ovarian cancer; 79,000 compounds, 7% hits
SK-OV-3: SK-OV-3 ovarian cancer cells. AID 1794785. 80,000 compounds, 3.2% hits
NCI-H522: NCI-H522 lung cancer | 78,000 compounds, 8% hits | AID 1794739
OVCAR-4: OVCAR-4 ovarian cancer cells; 80,000 compounds, 3.7% hits
OVCAR-5: OVCAR-5 ovarian cancer; 82,000 compounds, 2.9% hits
IGROV1: IGROV1 ovarian cancer | 79,000 compounds, 4.7% hits
NCI/ADR-RES: NCI/ADR-RES ovarian cells; 81,000 compounds, 4.4% hits; AID 1794790
OVCAR-8: OVCAR-8 ovarian cancer; 81,000 compounds, 4.4% hits
NCI-H23: NCI-H23 lung cancer; 80,000 compounds, 4% hits
Numbers without * were called inactive; . = no result given; [ ] = dose if it differs, or a comment. Rule for the calls: active = growth percent below 10; inactive = the rest.

1) N#Cc1c(-c2cc(=O)oc3c2ccc2ccccc23)cc(-c2cc3ccccc3oc2=O)nc1N
2) CC(O)C1CC1 (centres undefined)
3) O=C(Nc1ccc(Cl)cc1)Nc1ccc(Cl)cc1
4) CNC(=O)OCc1c(COC(=O)NC)c2n(c1C)CS(=O)(=O)C2
5) O=S(=O)(NCCO)c1ccc(OCCOc2ccc(S(=O)(=O)NCCO)cc2)cc1
6) O=Cc1nc2ccccc2c(/C=C/c2ccc(Br)cc2)c1C(=O)c1ccccc1
7) O=c1oc2ccc(I)cc2c(=O)n1-c1ccc(Cl)cc1F
8) COc1ccc(OC)c2ncccc12

Compound	1	2	3	4	5	6	7	8
OVCAR-3	99	99	95	113	111	108	8.5*	110
SK-OV-3	88	112	96	107	96	110	-1.5*	97
NCI-H522	96	97	85	99	92	90	-17*	84
OVCAR-4	97	102	90	105	107	100	16	102
OVCAR-5	106	101	116	106	99	101	21	107
IGROV1	94	111	124	101	100	101	19	106
NCI/ADR-RES	95	100	97	99	98	104	8.4*	100
OVCAR-8	106	101	96	102	99	99	8.3*	103
NCI-H23	92	103	96	103	97	101	-10.0*	.

Structures above that contain a carbonyl joined to an NH by a bond outside any ring, in the order listed:
3) O=C(Nc1ccc(Cl)cc1)Nc1ccc(Cl)cc1
4) CNC(=O)OCc1c(COC(=O)NC)c2n(c1C)CS(=O)(=O)C2

Compound	3	4
OVCAR-3	95	113
SK-OV-3	96	107
NCI-H522	85	99
OVCAR-4	90	105
OVCAR-5	116	106
IGROV1	124	101
NCI/ADR-RES	97	99
OVCAR-8	96	102
NCI-H23	96	103

Other results.
9) COc1ccc2cc(C#Cc3ccc(-n4c(/C=C/c5cc(OC)c(OC)c(OC)c5)nc5ccccc5c4=O)c(C)c3)ccc2c1
10) CC(=O)OCC1O[C@@H](OC(C)=O)[C@@H](NC(=O)NS(=O)(=O)c2ccc([N+](=O)[O-])cc2)C(OC(C)=O)[C@@H]1OC(C)=O (some centres undefined)
11) CCN1C(=O)N(c2ccccc2)C2C1NN=c1s/c(=C3\C(=O)N(C(C)C)c4ccccc43)c(=O)n12 (centres undefined)
12) N#Cc1ccccc1C1CC(c2ccc(N3CCNCC3)cc2)=NN1 (centres undefined)
13) COc1cc(CNS(=O)(=O)c2ccc(C)cc2)ccc1OCc1cn(-c2ccc([N+](=O)[O-])cc2)nn1
14) CCCC(O)CNCc1ccc2ncccc2c1 (centres undefined)
15) COc1cccc(-c2cc(-c3ccc(NC(=O)c4ccc(C)cc4)cc3)[nH]c(=O)c2C#N)c1
16) CCC(CCNc1cc(OC)cc2cccnc12)CN1C(=O)c2ccccc2C1=O (centres undefined)

Compound	9	10	11	12	13	14	15	16
OVCAR-3	84	115	108	102	107	112	112	106
SK-OV-3	103	112	107	96	94	106	105	96
NCI-H522	85	88	83	70	88	102	96	88
OVCAR-4	80	110	85	101	103	107	89	17
OVCAR-5	107	106	100	114	107	100	91	111
IGROV1	85	107	90	93	111	112	99	113
NCI/ADR-RES	93	110	88	103	102	113	106	90
OVCAR-8	91	107	82	90	103	106	102	109
NCI-H23	81	108	93	92	100	100	102	91

17) O=C(Nc1ccc(Cl)cc1)c1cc(-c2ccc(F)cc2)c2sc(=O)[nH]c2n1
18) CCCCCCCCCCCOC(=O)c1ccc(Cl)cc1
19) CC1=CN2C(=NC(c3ccc(Cl)c(Cl)c3)=CC2c2ccc(Cl)cc2)S1 (centres undefined)
20) OC[C@H]1O[C@H](O[C@H]2[C@H](O)[C@@H](O)[C@H](O)O[C@@H]2CO)[C@H](O)[C@@H](O)[C@@H]1O
21) NS(=O)(=O)c1ccc(CCNC(=O)CSc2nccc(=O)[nH]2)cc1
22) COc1cc(CNC(=O)C[C@@H](C)CCC=C(C)C)ccc1O
23) c1ccc(C[N+]2(Cc3ccccc3)CC[N+](Cc3ccccc3)(Cc3ccccc3)[C@H]3CCCC[C@@H]32)cc1
24) CCOC(=O)c1nnn(Cc2cc(=O)oc3ccc(OC)cc23)c1C

Compound	17	18	19	20	21	22	23	24
OVCAR-3	14	115	107	120	109	95	83	106
SK-OV-3	0.4*	90	117	106	119	98	96	101
NCI-H522	3.6*	86	89	91	105	87	67	91
OVCAR-4	-0.6*	115	94	117	109	79	76	101
OVCAR-5	72	97	88	100	105	93	90	102
IGROV1	29	100	93	116	100	89	91	102
NCI/ADR-RES	3.4*	103	107	106	104	94	92	109
OVCAR-8	13	100	100	111	103	100	96	104
NCI-H23	5.3*	96	105	.	.	94	86	102

25) CCn1cc(Cc2cc(C(=O)Nc3cc4cc(OC)c(OC)cc4c(C)n3)ccc2Cl)cn1
26) CC(C)(C)c1cc(/C=N/NC(=O)c2ccccc2NC(=O)c2cccs2)c(O)c(C(C)(C)C)c1
27) COc1ccc(-c2cc(/C=C3\C(=O)Nc4ccccc43)[nH]n2)cc1
28) COc1cc2c3c(n(C)c(=O)c2cc1OC)-c1cc2c(cc1C3=O)OCO2
29) CON1CCC[C@]2(C)[C@H]3CC[C@@H]4[C@H]5[C@H]6OC[C@@]5(CCC6(C)C)CC[C@@]4(C)[C@]3(C)CC[C@H]2C1(C)C
30) O=C(c1ccccc1)C(NCCc1ccccc1)c1ccccc1 (centres undefined)
31) CN(C)c1ccc(CCN=C(N)N=C(N)N)cc1
32) S=c1cc[nH]c(=S)[nH]1

Compound	25	26	27	28	29	30	31	32
OVCAR-3	38	6.9*	102	104	104	106	85[50 µM]	114
SK-OV-3	58	32	102	75	105	103	100[50 µM]	99
NCI-H522	18	28	73	1.5*	101	110	108[50 µM]	85
OVCAR-4	58	-35*	91	56	107	.	83[50 µM]	109
OVCAR-5	103	68	100	78	105	105	102[50 µM]	113
IGROV1	70	36	95	11	108	100	94[50 µM]	105
NCI/ADR-RES	22	19	100	77	101	97	97[50 µM]	111
OVCAR-8	35	10	90	.	95	101	81[50 µM]	91
NCI-H23	52	49	97	72	98	86	91[50 µM]	109

33) N#CCc1cnc2ccccc2n1
34) CCCN(CCC)C(=O)c1cccc(C)c1
35) N#CCC(=O)Nc1ccc(NC(=O)c2ccccc2-c2ccccc2C(=O)O)cc1
36) CCOc1ccc2nc(-c3cccc(OCC(=O)NC(C)C)c3)nc(Nc3ccc(-c4cn[nH]c4)cc3)c2c1
37) Cc1ccc2[nH]c(-c3ccc(S(C)(=O)=O)cc3)c(/C=N/NC(N)=O)c2c1
38) COc1ccc(-c2cc(-c3nc4ccc(OC)cc4[nH]3)[nH]n2)cc1
39) c1ccc(-c2cn3c(ccc4ccccc43)n2)cc1
40) Cc1ccc2cnc(N)c(C#Cc3cc(C(=O)Nc4ccc(CN5CCN(C)CC5)c(C(F)(F)F)c4)cnc3C)c2c1

Compound	33	34	35	36	37	38	39	40
OVCAR-3	95	110	124	-3.6*	109	67	56	32
SK-OV-3	101	92	108	68	94	69	77	51
NCI-H522	73	79	105	-25*	80	88	45	-10*
OVCAR-4	93	95	.	-60*	107	84	92	38
OVCAR-5	94	93	106	41	109	88	77	-59*
IGROV1	92	99	106	21	100	67	49	11
NCI/ADR-RES	96	105	104	14	104	97	36	23
OVCAR-8	92	101	109	-23*	93	.	71	48
NCI-H23	88	99	106	11	94	107	70	-30*

41) CC(=O)N1N=C(c2ccc(Nc3nc(NCCO)nc(NCCO)n3)cc2)CC1c1ccc(C(F)(F)F)cc1 (centres undefined)
42) CN1CCN(CCCNC(=O)c2ccc(Cl)s2)CC1
43) CN(C)CCC(c1ccc(Cl)cc1)c1ccccn1 (centres undefined)
44) O=C(CSc1nnc(CN2CCN(c3cc4c(cc3F)c(=O)c(C(=O)O)cn4C3CC3)CC2)o1)c1ccc(Cl)cc1
45) C=C(Cl)[C@@](Cl)(CBr)CC[C@@H](Br)C(C)(C)Cl
46) CCOC(=O)c1c(C=O)nc2ccccc2c1/C=C/c1ccc(OC)cc1
47) Nc1nccc2c1ccn2-c1ccc(NC(=O)Nc2cccc(C(F)(F)F)c2)cc1
48) CN1CSC(=S)N(Cc2ccccc2)C1

Compound	41	42	43	44	45	46	47	48
OVCAR-3	97	111	110	98	-96*	107	81	65
SK-OV-3	92	105	104	79	93	93	104	114
NCI-H522	.	99	102	88	85	90	87	-26*
OVCAR-4	98	102	110	86	-37*	98	108	112
OVCAR-5	109	103	102	102	-46*	107	98	103
IGROV1	93	105	107	80	30	87	95	93
NCI/ADR-RES	94	102	105	101	-67*	102	89	102
OVCAR-8	100	103	101	.	.	99	93	98
NCI-H23	91	106	107	94	83	88	90	84

49) NC(N)=N/N=C/c1ccc(F)cc1
50) Cc1ccc(OCCSC(=S)N(C)C)cc1
51) N/C(=N\C(N)=N\c1nc2ccccc2s1)c1ccccc1
52) O=C(Nc1ccc(NS(=O)(=O)c2ccccc2)cc1)C12CC3CC(CC(C3)C1)C2
53) N#CCCNC1CCCCC1
54) Cc1ccc(C(=O)c2ccc(CC(=O)NN3C(=O)C=CC3=O)n2C)cc1
55) O=C(NCc1ccccc1)C1=COCCS1
56) CCOC(=O)CCN(CCC(=O)OCC)c1ccccn1

Compound	49	50	51	52	53	54	55	56
OVCAR-3	120	96	99	107	111	102	104	107
SK-OV-3	96	118	90	99	113	107	90	109
NCI-H522	88	94	97	92	92	87	84	111
OVCAR-4	101	91	98	106	106	90	98	110
OVCAR-5	98	101	99	99	101	96	106	91
IGROV1	101	.	73	116	109	100	93	105
NCI/ADR-RES	107	99	97	95	100	99	97	100
OVCAR-8	104	100	100	100	101	96	100	114
NCI-H23	106	95	93	92	101	86	96	97

57) COc1cc(/C=N/n2c(CN3CCOCC3)nc3ccccc3c2=O)cc(OC)c1OC
58) CSCC[C@H](N)C(=O)O
59) COC(=O)c1ccc(C2SCC(=O)N2NC(=O)C(O)(c2ccccc2)c2ccccc2)cc1 (centres undefined)
60) CCOC(=O)NN(C(=O)OCC)c1ccccc1C
61) COc1nc(N)c(CNCc2ccccc2)c(=O)n1C

Compound	57	58	59	60	61
OVCAR-3	106	109	110	122	103
SK-OV-3	103	108	101	121	106
NCI-H522	98	.	100	104	86
OVCAR-4	104	115	102	117	101
OVCAR-5	97	110	108	108	96
IGROV1	98	105	83	113	97
NCI/ADR-RES	101	96	97	103	92
OVCAR-8	96	101	68	111	96
NCI-H23	99	91	101	100	99

Entries from the list above that have an NH in an aromatic ring:
15) COc1cccc(-c2cc(-c3ccc(NC(=O)c4ccc(C)cc4)cc3)[nH]c(=O)c2C#N)c1
17) O=C(Nc1ccc(Cl)cc1)c1cc(-c2ccc(F)cc2)c2sc(=O)[nH]c2n1
21) NS(=O)(=O)c1ccc(CCNC(=O)CSc2nccc(=O)[nH]2)cc1
27) COc1ccc(-c2cc(/C=C3\C(=O)Nc4ccccc43)[nH]n2)cc1
32) S=c1cc[nH]c(=S)[nH]1
36) CCOc1ccc2nc(-c3cccc(OCC(=O)NC(C)C)c3)nc(Nc3ccc(-c4cn[nH]c4)cc3)c2c1
37) Cc1ccc2[nH]c(-c3ccc(S(C)(=O)=O)cc3)c(/C=N/NC(N)=O)c2c1
38) COc1ccc(-c2cc(-c3nc4ccc(OC)cc4[nH]3)[nH]n2)cc1

Compound	15	17	21	27	32	36	37	38
OVCAR-3	112	14	109	102	114	-3.6*	109	67
SK-OV-3	105	0.4*	119	102	99	68	94	69
NCI-H522	96	3.6*	105	73	85	-25*	80	88
OVCAR-4	89	-0.6*	109	91	109	-60*	107	84
OVCAR-5	91	72	105	100	113	41	109	88
IGROV1	99	29	100	95	105	21	100	67
NCI/ADR-RES	106	3.4*	104	100	111	14	104	97
OVCAR-8	102	13	103	90	91	-23*	93	.
NCI-H23	102	5.3*	.	97	109	11	94	107

Source: PubChem BioAssay
